# Assay outcomes from PubChem.
# OX1R antag-1: antagonists of human orexin 1 receptor; 330,000 tested, 0.43% active; O43613; inhibition, % at 5 µM; CHO/OX1R cells, Fluo-8 calcium fluorescence, orexin A; AID 434989;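 active = inhibition above its plate's threshold, mean inhibition of all tested compounds on the plate plus 3 SD, cut at about 37% in these data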;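 also: 0% = orexin A challenge wells and 100% = SB-334867-A antagonist wells; not every result past the cut was called active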
# Target sequence (O43613 whole entry, looked up): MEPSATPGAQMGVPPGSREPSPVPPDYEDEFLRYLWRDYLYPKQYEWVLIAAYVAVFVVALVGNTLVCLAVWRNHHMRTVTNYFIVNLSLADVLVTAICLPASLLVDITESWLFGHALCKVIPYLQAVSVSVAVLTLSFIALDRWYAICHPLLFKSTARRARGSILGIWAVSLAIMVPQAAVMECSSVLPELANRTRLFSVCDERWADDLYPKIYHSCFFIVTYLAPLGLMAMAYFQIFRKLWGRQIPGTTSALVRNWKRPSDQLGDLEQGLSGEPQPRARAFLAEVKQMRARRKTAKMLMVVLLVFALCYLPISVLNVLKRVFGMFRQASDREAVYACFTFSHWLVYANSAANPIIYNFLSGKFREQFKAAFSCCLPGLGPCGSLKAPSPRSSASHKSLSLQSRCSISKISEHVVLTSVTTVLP
# OX1R antag-2: OX1R (human) antagonism; O43613; OX1R-expressing cells, FRET antagonist read-out; inhibition, % at 6.6 µM; 330,000 tested, 1.8% active; AID 485270; in the data active = inhibition mostly above about 38%, no sharp cut-off; inactive = mostly below about 40%;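 also: 0% = agonist challenge alone and 100% = reference antagonist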
# * hit, by the source's call.
# Preview (2 entries):
No. | OX1R antag-1 | OX1R antag-2 | compound
1 | -27.7 | 21.6 | CCC(O)(CC)C(=O)NN(C(=O)Nc1csc2c1CCCC2)c1ccccc1
2 | -24.0 | 6.0 | COc1ccc(-n2c(SC)nnc2-c2c[nH]c3ccccc23)cc1

# Results, from the first entry:
No. | OX1R antag-1 | OX1R antag-2 | compound
1 | -27.7 | 21.6 | CCC(O)(CC)C(=O)NN(C(=O)Nc1csc2c1CCCC2)c1ccccc1
2 | -24.0 | 6.0 | COc1ccc(-n2c(SC)nnc2-c2c[nH]c3ccccc23)cc1
3 | -12.1 | 32.8 | CCOc1ccc(-c2ccc(SCC(=O)Nc3nnc(CC)s3)nn2)cc1
4 | -11.4 | 33.3 | CCNC(=O)CSc1nc2cc(S(=O)(=O)Nc3ccc(OC)cc3)ccc2o1
5 | -6.0 | 14.5 | CNCCCOc1ccc(C)cc1OC
6 | 9.6 | 22.5 | O=C(NCCc1c[nH]c2ccccc12)C(=O)NCC1OCCCN1S(=O)(=O)c1ccc(F)cc1 (stereo unspecified)
7 | -10.4 | 23.4 | COc1cc2c(cc1OC)C1=CC(=O)C(=O)N1C(C)(C)C2
8 | -8.2 | 4.0 | CN(Cc1ccccc1)C(=O)c1nc[nH]c1C(=O)N1CCN(C(=O)OC(C)(C)C)CC1
9 | -12.6 | -1.6 | Fc1cccc(CN2CCCCCCC2)c1
10 | -4.6 | 16.9 | COc1ccc(/C=C/C(=O)Nc2ccc(OC)cc2[N+](=O)[O-])cc1
11 | -8.4 | 7.8 | NC(N)=S
12 | -24.3 | 1.5 | Nc1c(S(=O)(=O)c2ccccc2)c2nc3ccccc3nc2n1/N=C/c1cccc(O)c1
13 | -17.3 | 5.2 | CC(=O)Nc1ccc(NC(=O)C2CCCN2C(=O)Nc2ccc(F)cc2)cc1 (stereo unspecified)
14 | -11.8 | 1.7 | Cc1ccc(NC(=S)NCc2ccco2)c(C)c1
15 | -14.2 | 30.3 | COc1nc(N/N=C/c2ccc(-c3ccccc3[N+](=O)[O-])o2)nc(N2CCOCC2)n1
16 | -15.2 | 15.9 | CC(C)N1C(=O)S/C(=C/c2cccnc2)C1=O
17 | 26.1 | 53.9* | COc1ccc(OC)c(CCNC(=O)Cn2ccc3cc(S(=O)(=O)N4CCCC4)ccc32)c1
18 | -10.1 | 25.4 | CC(OC(=O)c1ccc2ncsc2c1)C(=O)N1CCCC1 (stereo unspecified)
19 | -6.2 | 7.9 | COC(=O)[C@@H]1CCCN1Cc1nc(Cc2ccccc2F)no1
20 | 2.1 | 2.8 | N#Cc1cc(O)c(-n2nnc3ccccc32)cc1C#N
21 | -3.9 | 5.5 | COc1ccc2nc(NC(=O)CN3CCOCC3)sc2c1
22 | -11.2 | 4.2 | O=C(Cc1ccc([N+](=O)[O-])cc1)N1CCN=C1SCc1ccccc1
23 | -21.8 | 6.1 | O=C(CCCCCn1c(=S)[nH]c2cc3c(cc2c1=O)OCO3)N1CCN(C(=O)c2ccco2)CC1
24 | -3.0 | 45.1 | C(=N\Nc1nc2ccccc2[nH]1)/c1c[nH]c2ccccc12
25 | -2.6 | -2.2 | CCn1c(CCl)nc2cc(S(=O)(=O)N3CCOCC3)ccc21
26 | -16.9 | 20.3 | Cn1cnnc1SCC(=O)n1c2ccccc2c2ccccc21
27 | -13.7 | 20.7 | COC1(OC)C(/C=C/c2ccc(C)cc2)C(C#N)(C#N)C1(OC)OC (stereo unspecified)
28 | -8.0 | 4.7 | Cc1ccc(NC(=O)Cc2nnc(N)s2)cc1
29 | -3.0 | 16.1 | C/C(CCc1ccco1)=N\NC(=O)CNc1cccc2ccccc12
30 | -8.9 | 34.6 | CC1=NN(C(=O)c2ccc(Cn3cc(Br)c([N+](=O)[O-])n3)o2)C(O)(C(F)(F)F)C1 (stereo unspecified)

# Of the compounds above, 4 contain a nitro group on carbon.
No. | OX1R antag-1 | OX1R antag-2 | compound
10 | -4.6 | 16.9 | COc1ccc(/C=C/C(=O)Nc2ccc(OC)cc2[N+](=O)[O-])cc1
15 | -14.2 | 30.3 | COc1nc(N/N=C/c2ccc(-c3ccccc3[N+](=O)[O-])o2)nc(N2CCOCC2)n1
22 | -11.2 | 4.2 | O=C(Cc1ccc([N+](=O)[O-])cc1)N1CCN=C1SCc1ccccc1
30 | -8.9 | 34.6 | CC1=NN(C(=O)c2ccc(Cn3cc(Br)c([N+](=O)[O-])n3)o2)C(O)(C(F)(F)F)C1 (stereo unspecified)

# (listing goes on)
No. | OX1R antag-1 | OX1R antag-2 | compound
31 | -6.0 | 12.8 | C[C@@H]1CN([C@H](C)CO)C(=O)c2cc(NC(=O)Nc3ccc4c(c3)OCO4)ccc2O[C@H]1CN(C)Cc1ccncc1
32 | -19.6 | 11.4 | CCOC(=O)C1CCCN(C(=O)c2ccc3nc(-c4ccc(OC)c(OC)c4)c(-c4ccc(OC)c(OC)c4)nc3c2)C1 (stereo unspecified)
33 | -13.3 | 41.3 | O=C1Oc2ccccc2C(=O)/C1=C/c1ccccc1O
34 | -21.6 | 11.9 | O=C(COC(=O)CCc1ccc(S(=O)(=O)N2CCOCC2)cc1)NC1CCCC1
35 | -9.3 | 17.0 | CN(C)CCN(C)Cc1ccccc1Sc1cccc2ccccc12
36 | 3.9 | 4.0 | Cc1cc(C(C)(C)C)cc(C)c1C[n+]1ccc2ccccc2c1
37 | -37.9 | 18.9 | COc1ccc(CCn2c(=S)[nH]c3ccc(N4CCOCC4)cc3c2=O)cc1OC
38 | -29.9 | 9.9 | Cc1cc(Cl)ccc1OCC(=O)N/N=C/c1ccncc1
39 | -8.1 | 14.1 | O=C(Cc1n[nH]c(=O)[nH]c1=O)N/N=C/c1cccc(Cl)c1
40 | -10.9 | 13.0 | CCOc1c2ccccc2nn1CCO
41 | -14.1 | 14.0 | O=C(COC(=O)c1cc2c(s1)CCC2)Nc1ccc(F)cc1
42 | -30.3 | 5.6 | Cc1cc(NC(=O)c2ccccc2F)nc2c1c(=O)oc1ccccc12
43 | -22.1 | 10.9 | Cc1ccc(OCC(O)CNS(=O)(=O)c2ccccc2C(=O)N2CCCCC2)cc1 (stereo unspecified)
44 | -16.8 | 1.8 | CC(C)COP(=O)(c1ccc(N(C)C)cc1)C(O)c1ccc(N(C)C)cc1 (stereo unspecified)
45 | -4.2 | 6.7 | O=C(CN1C(=O)NC2(CCCCCC2)C1=O)N1CCN(c2ccc(F)cc2)CC1
46 | -18.5 | 27.4 | CC(C)C[C@@H](CO)N1CCN(Cc2ccc(Br)cc2)CCC1=O
47 | -15.2 | 7.1 | COc1ccc(-c2ccc(NS(=O)(=O)c3ccc([N+](=O)[O-])cc3)cc2)nn1
48 | 0.4 | 12.4 | NC(=O)c1ccccc1NC(=O)CSc1cn[nH]n1
49 | -14.3 | 16.3 | Cc1ccc(NS(=O)(=O)c2cccc(C(=O)N/N=C/c3c(C)nn(-c4ccccc4)c3N3CCCC3)c2)c(C)c1
50 | -19.2 | 26.1 | CCN(CC)S(=O)(=O)c1cccc(C(=O)Nc2cc3oc4ccccc4c3cc2OC)c1
51 | 25.0 | 4.4 | Cc1ccc(NC(=O)Cn2sc3nc(C)cc(C)c3c2=O)c(Cl)c1
52 | -28.0 | 17.1 | O=C(COc1ccccc1)N1CCN(c2nnc(-c3ccccc3)c3ccccc23)CC1
53 | -13.5 | 15.1 | O=C(CNS(=O)(=O)c1ccccc1)NCc1ccco1
54 | -8.9 | 15.4 | Cc1ccc(-n2cc(CN3CCN(Cc4nccn4C)CC3)c(-c3cccc(C)c3)n2)cc1
55 | -6.9 | -4.0 | COC(=O)c1cn(C(=O)c2cccc(Br)c2)c2ccccc12
56 | -0.9 | 25.9 | COc1ccc(NC(=O)C(C)N2c3cccc4cccc(c34)S2(=O)=O)cc1OC (stereo unspecified)
57 | -2.9 | 12.4 | COc1cc(N2C(=O)NC3CC2(C)Oc2ccccc23)cc(OC)c1OC (stereo unspecified)
58 | -40.5 | 36.4 | CCCCCCSc1cc(-c2nc3cnccn3c2NCc2ccccc2)ccc1OC
59 | -8.2 | 9.0 | Nc1cc(=O)[nH]c(SCC(=O)Nc2ccc(Br)cc2)n1
60 | -3.8 | 6.9 | COc1ccc(C)c2sc(N(CCN(C)C)C(=O)c3cccc(N4C(=O)CCC4=O)c3)nc12

# Profiles, looked up by structure. Order of screens: OX1R antag-1	OX1R antag-2
# Shown for COc1ccc(CCn2c(=S)[nH]c3ccc(N4CCOCC4)cc3c2=O)cc1OC = -37.9	18.9
# Shown for Cc1cc(C(C)(C)C)cc(C)c1C[n+]1ccc2ccccc2c1 = 3.9	4.0

# Later entries
No. | OX1R antag-1 | OX1R antag-2 | compound
61 | -17.3 | 10.7 | COc1ccc(C(=O)COC(=O)CCNS(=O)(=O)c2ccccc2)c(OC)c1
62 | -17.2 | 16.2 | Cn1c(-c2cccc(F)c2)nc2c1c(=O)[nH]c(=O)n2Cc1ccccc1
63 | -8.8 | 13.3 | Cc1ccc(NC(=O)CSc2nnc(C3CC3)n2N)cc1S(=O)(=O)N1CCOCC1
64 | -30.4 | 14.0 | CCC1S/C(=N/N=C/c2ccco2)N(Cc2ccccc2)C1=O (stereo unspecified)
65 | -12.4 | 13.3 | O=C(CN1CCOCC1)N1CCc2ccccc2C(c2ccccc2)C1 (stereo unspecified)
66 | -17.6 | -2.7 | CN(C(=O)Cc1noc2ccccc12)c1ccccc1
67 | 5.4 | 22.1 | O=C(Cc1ccc(Cl)cc1)NNC(=S)NC(=O)c1cccnc1
68 | -3.4 | 6.0 | CC(C(O)c1cc(=O)c(OCc2ccccc2)co1)[N+](=O)[O-] (stereo unspecified)
69 | -20.8 | 3.2 | CCOC(=O)N1CCN(Cc2nc3c(c(=O)n(C)c(=O)n3C)n2Cc2ccc(F)cc2)CC1

# As entered above:
# Under OX1R antag-2, `CN(C(=O)Cc1noc2ccccc12)c1ccccc1` shows -2.7
# Under OX1R antag-1, `O=C(CN1CCOCC1)N1CCc2ccccc2C(c2ccccc2)C1` (stereo unspecified) shows -12.4
# Under OX1R antag-2, `CCOC(=O)N1CCN(Cc2nc3c(c(=O)n(C)c(=O)n3C)n2Cc2ccc(F)cc2)CC1` shows 3.2
# Under OX1R antag-2, `Cc1ccc(NC(=O)CSc2nnc(C3CC3)n2N)cc1S(=O)(=O)N1CCOCC1` shows 13.3
# Under OX1R antag-1, `O=C(Cc1ccc(Cl)cc1)NNC(=S)NC(=O)c1cccnc1` shows 5.4
